Screening data: PubChem, National Center for Advancing Translational Sciences (NCATS)
PNC inhibitor = High Content Assay for Compounds that inhibit the Assembly of the Perinucleolar Compartment; PC3M PTB-GFP, PNC prevalence imaging, 16 h; stronger effect = lower value; activity change (PNC), negative = inhibition, % at 10 µM; 140,000 compounds, 3.1% hits;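 active means readout at or below -70, meaning at least 70% loss of cells showing the perinucleolar compartment, a nuclear body marking cancer cells; inconclusive means readout between -30 and a set limit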;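 further: plate controls were DMSO wells for no effect and camptothecin positive control wells for full effect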
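Compounds are pinned in duplicate onto adhered PC3M cells stably expressing GFP-tagged PTB and incubated 16 h at 37 C. Cells are then fixed, nuclei stained with Hoechst, and PNC-positive cells counted.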
IMPase cell inh = qHTS Assay for Identifying the Cell-Membrane Permeable IMPase Inhibitors | Inositol monophosphatase 1 (Rattus norvegicus), P97697 | CHO-M1 cells, IP1 accumulation, HTRF TR-FRET ratio | inhibition (IP1 accumulation), % at 46.1 µM | 120,000 tested, under 10 active | AID 901, 2007; active means well fitted curve in the direction sought with a large enough effect in the signal ratio, not every such curve was filed as active; inconclusive means small, poorly fitted or top-dose-only effect, or a change in a side signal; inactive means no such curve, though single readings can be large or run the other way; the % refers to the signal ratio;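 further: cells stimulated with carbachol in lithium chloride buffer; plate controls were DMSO basal wells for no effect and reference inhibitor wells for full effect; higher means more IMPase inhibition seen as more IP1 and lower FRET ratio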
Target sequence (P97697 whole entry, looked up): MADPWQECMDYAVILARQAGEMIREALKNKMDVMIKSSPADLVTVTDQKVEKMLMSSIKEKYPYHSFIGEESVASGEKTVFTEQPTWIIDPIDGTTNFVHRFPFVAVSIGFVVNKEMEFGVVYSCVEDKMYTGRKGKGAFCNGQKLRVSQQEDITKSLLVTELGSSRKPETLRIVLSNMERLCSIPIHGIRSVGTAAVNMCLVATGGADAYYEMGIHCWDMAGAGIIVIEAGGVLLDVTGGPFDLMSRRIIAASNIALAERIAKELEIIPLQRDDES
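CHO-M1 cells (CHO stably expressing M1 receptor), compound up to 46 uM final, stimulated with carbachol (50 uM as added) in buffer with 50mM LiCl, pH 7.4, 30 min at 37C. Cytosolic IP1 read by TR-FRET; AC50 from Hill fits.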
ALOX15B inhib = qHTS Assay for Inhibitors of 15-hLO-2 (15-human lipoxygenase 2); 110,000 compounds, 0.56% hits; Polyunsaturated fatty acid lipoxygenase ALOX15B (Homo sapiens), O15296; Potency, µM (highest dose often 57.1 µM), for the others: at the highest dose activity change, negative = inhibition, usual class: inhibitors; AID 881, 2007; purified 15hLO-2, xylenol orange hydroperoxide absorbance; further: potency means the concentration at half of the fitted maximal effect; nearly all actives have a fitted effect of over 60% in size; many of its hits are not listed in these tables
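Screening format was qHTS against 50 nM purified 15hLO-2 in Hepes pH 7.5 with detergent. Activity follows hydroperoxide formation from 45 uM arachidonic acid, measured as 573:405 nm absorbance ratio of the ferric-xylenol orange complex.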
ALOX12 inhib = qHTS Assay for Inhibitors of 12-hLO (12-human lipoxygenase); purified 12-hLO, xylenol orange hydroperoxide absorbance; 150,000 compounds, 0.12% hits; Potency, µM (titrated, usually from 57.1 µM), for inactives: top-dose activity change, negative = inhibition, most hits filed as inhibitors; further: potency means the concentration at half of the fitted maximal effect; nearly all actives have a fitted effect of over 55% in size; many of its hits are not listed in these tables
Target sequence (P18054 whole entry, looked up): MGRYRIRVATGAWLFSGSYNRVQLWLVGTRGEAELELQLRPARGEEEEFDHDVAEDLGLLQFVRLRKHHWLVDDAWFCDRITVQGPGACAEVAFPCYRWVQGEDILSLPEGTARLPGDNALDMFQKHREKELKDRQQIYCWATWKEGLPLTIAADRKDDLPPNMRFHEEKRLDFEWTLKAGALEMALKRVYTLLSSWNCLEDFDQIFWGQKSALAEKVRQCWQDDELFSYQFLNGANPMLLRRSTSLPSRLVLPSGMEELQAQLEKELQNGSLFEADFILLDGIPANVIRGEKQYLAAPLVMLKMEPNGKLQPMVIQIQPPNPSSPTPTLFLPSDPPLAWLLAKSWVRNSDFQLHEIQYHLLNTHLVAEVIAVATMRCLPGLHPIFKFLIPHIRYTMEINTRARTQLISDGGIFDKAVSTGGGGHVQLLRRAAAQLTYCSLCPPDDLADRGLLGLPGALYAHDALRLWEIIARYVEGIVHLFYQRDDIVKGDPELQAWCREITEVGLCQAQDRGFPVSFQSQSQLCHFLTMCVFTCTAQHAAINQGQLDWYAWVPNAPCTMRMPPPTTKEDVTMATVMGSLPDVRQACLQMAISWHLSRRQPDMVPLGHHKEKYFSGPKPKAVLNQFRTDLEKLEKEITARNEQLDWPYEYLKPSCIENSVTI
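Xylenol orange chromogenic assay: hydroperoxide from 12hLO oxidises Fe(II), giving red-shifted Fe(III)-XO absorbance. Conditions: 150 nM enzyme, 40 uM arachidonic acid, 25 mM Hepes pH 7.0, 0.01% Triton X-100, 30 min, room temperature.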
The depositor's hits bear a star; ? = inconclusive; / = not tested or not shown; [ ] = remark or other dose. Unless noted, the call rests on the fitted dose curve; in most records, active means well fitted curve in the direction sought with a large enough effect; inconclusive means small, poorly fitted or top-dose-only effect, or another doubt; inactive means no such curve, though single readings can be large; an effect the other way counts as inactive or inconclusive. Unless noted, on the % scale 0 is the no-effect control and ±100 the full control effect. Not all compounds are listed; the hit share may differ from the screen's.

SMILES	PNC inhibitor	IMPase cell inh	ALOX15B inhib	ALOX12 inhib
O=S(=O)(c1ccccc1)N(C1=NCCS1)S(=O)(=O)c1ccccc1	?	8	1%	1%
COc1ccccc1CNc1nc(SC)ncc1CO	18	/	/	3%
Cc1cc(C(F)(F)F)c2c(N)c(C(=O)Nc3cc(C)on3)sc2n1	8	-10	6%	-8%
O=C(CCCn1c(=O)[nH]c2cc(Cl)ccc2c1=O)NCCCN1CCCC1=O	22	-9	3%	-2%
O=C(O)CSCC(=O)Nc1cccc2ccccc12	-1	-1	6%	0%
Cc1oc(C(=O)O)cc1COc1ccc2c(C)cc(=O)oc2c1	-25	1	-6%	-4%
CC(C)Cc1nnc(NC(=O)CS(=O)(=O)Cc2ccccc2)s1	-18	/	/	1%
CCN(CC)S(=O)(=O)c1cccc(-c2nnc(SCc3nnc(-c4cccs4)o3)n2N)c1	?	?	0%	-3%
CC1(c2ccc3ccccc3c2)NC(=O)N(CC(=O)Nc2cccc(S(=O)(=O)N3CCOCC3)c2)C1=O (stereo not given)	65	/	/	1%
Cc1ccc(OCCC(=O)NCCc2ccc(S(N)(=O)=O)cc2)cc1	37	/	/	3%
C=CCn1c(O)c(N=NC(=O)OC(C)(C)C)c2ccccc21	-100*	0	/	-1%
Cn1c(=S)[nH]c2ccccc21	28	3	-14%	-1%
Fc1ccc(NC(=S)N/N=C/c2ccc(F)c(F)c2)c(F)c1	-21	3	-11%	-9%
Cn1c(SCC(=O)NCc2ccccc2)nnc1-c1ccc(NC(=O)CCc2ccccc2)cc1	-6	4	7%	-6%
Cc1cc(S(=O)(=O)N(Cc2ccccc2Cl)c2ccc3c(c2)CCC3)ccc1-n1cnnn1	?	/	/	4%
CCOC(=O)C1=C(C)NC(=O)NC1c1cc(Br)c(O)c(OC)c1 (stereo not given)	?	6	2%	-2%
O=C(c1ccco1)N1CCN(C(c2cccs2)c2nnnn2C2CCCC2)CC1 (stereo not given)	5	5	-6%	-4%
Cc1ccc(S(=O)(=O)c2nc(-c3ccccc3)oc2NCc2cccnc2)cc1	15	-5	45%[activator]	-17%
Cc1nc2c(-c3ccccc3)c(C)[nH]n2c(=O)c1Cl	-7	-3	-5%	-3%
CCOC(=O)c1csc(NC(=O)C2CCCCC2)n1	20	0	/	3%
O=C(Nc1cccc(-c2nc3ccccc3s2)c1)c1cccs1	8	/	/	0%
O=C(c1ccc(O)cc1)c1ccc(Cl)cc1	57	-7	-6%	-5%
O=C(c1nn2c(C(F)(F)F)cc(-c3ccc(F)cc3)nc2c1Cl)N1CCOCC1	?	3	-6%	-11%
COc1cc2c(cc1NC(=O)CSc1ccccn1)oc1ccccc12	89	5	-20%	1%
CCCOc1ccc(C(=O)CCC(=O)OCC(=O)Nc2cc(C)on2)cc1	-1	-6	0%	-2%

Later entries.
SMILES	PNC inhibitor	IMPase cell inh	ALOX15B inhib	ALOX12 inhib
CCOc1cc(N2CCOCC2)c(OCC)cc1NC(=O)CN1CCCC(C)C1 (stereo not given)	4	/	/	7%
COc1ccc(CNc2oc(Cc3cccc4ccccc34)nc2C#N)cc1	-6	13	-11%	-18%
CCOc1cccc(CN2CCN(c3cccc(C(F)(F)F)c3)CC2)c1O	42	3	0%	-1%
COc1ccc(CCNC(=O)CN2CCN(S(=O)(=O)c3ccc(Cl)cc3)CC2)cc1OC	30	-1	-1%	-3%
COCc1cc(=O)[nH]c(Nc2nc(C)c3cc(OC)ccc3n2)n1	16	-1	-3%	1%
CN(C)S(=O)(=O)c1ccc(N2CCCC2)c(C(=O)Nc2nc3c(ccc4ccccc43)s2)c1	-14	/	/	-6%
Cc1cc(C)n(-c2cc(=O)n(C)c(=O)n2C)n1	3	-2	-5%	-2%
Cc1nc(C)c(C(=O)C2=C(O)C(=O)N(CCN3CCOCC3)C2c2cccnc2)s1 (stereo not given)	?	4	-8%	0%
Brc1ccccc1-c1nnc(COc2cccc3cccnc23)o1	?	12	-9%	-4%
COc1cc(CN(C)CCc2ccccn2)cc(OC)c1OC	34	6	-13%	1%
O=[N+]([O-])c1ccc(N2CCNCC2)c(S(=O)(=O)N2CCOCC2)c1	35	/	/	0%
Cc1cccc2cc(C3CC(c4ccco4)=NN3C(=O)CCC(=O)O)c(Cl)nc12 (stereo not given)	?	/	/	-2%
COc1ccc(OC)c(-c2oc3ccccc3c(=O)c2O)c1	?	-6	-11%	-22%
COc1cc(CNn2c(C)n[nH]c2=S)cc(Br)c1OCc1ccc(F)cc1	72	/	/	-16%
O=C(N1CCCCC1)N1CCN(c2ccc(Cl)cc2)CC1	13	3	4%	2%
COc1ccc(C(=O)NCC(=O)OCc2ccc(F)cc2Cl)cc1OC	76	/	/	-3%
COc1ccc2c(c1)Cc1sc(NC(C)=O)nc1-2	?	9	?	-10%
CCC(C)(C)n1nnnc1C(c1ccc2ncccc2c1)N1CCN2CCCC2C1 (stereo not given)	11	-3	10%	0%
CC(=O)O[C@H](CC(=O)O)C[N+](C)(C)C	/	3	14%	1%
S=C(NCCc1ccccn1)NC1CCCCC1	33	/	/	-2%
CC(C)C(C)NC(=O)COc1ccc([N+](=O)[O-])cc1Cl (stereo not given)	20	/	/	-4%
O=C1/C(=C/c2ccc(N3CCCC3)cc2)NC(=S)N1C1CC1	45	5	-22%	-29%
Cc1ccc(C(=O)NC(C)c2ccccc2)o1 (stereo not given)	7	8	/	3%
COCC(=O)N1CCC2(CC1)CCN(c1ncccn1)CC2	/	/	2%	2%
O=C(COc1cccc(NC(=O)c2cccc([N+](=O)[O-])c2)c1)c1ccc(Br)cc1	-29	1	-3%	-9%

Other structures follow.
SMILES	PNC inhibitor	IMPase cell inh	ALOX15B inhib	ALOX12 inhib
CCn1c(Cc2ccccc2)nnc1SCC(=O)Nc1ccc(OC)cc1	-23	5	/	6%
COc1cc(OC)cc(C(=O)N(Cc2nc(-c3cccc(C)c3)no2)C(C)C)c1	?	0	14%	-10%
COc1ccccc1C(=O)N1CCCC(c2nc(-c3cc(OC)c(OC)c(OC)c3)no2)C1 (stereo not given)	27	-1	-1%	-1%
O=C1c2ccccc2C(=O)N1CC#CCN1CCN(C2CCCCC2)CC1	?	14	6%	-4%
Cc1oc2c(CN3CCCC3)c(O)ccc2c(=O)c1-c1ccc(Cl)cc1	-6	-14	6%	-12%
CCC(Oc1ccccc1)C(=O)N1CCN(c2ccccn2)CC1 (stereo not given)	-132*	-6	-4%	-7%
NC(=O)c1c(NC(=O)c2cc3ccccc3o2)sc2c1CCC2	?	-3	-12%	-10%
Cc1ccccc1NC(=O)c1cccc(OCc2c(C)noc2C)c1	?	7	7%	-5%
CCOC(=O)CCc1c(C)c2ccc(OCc3nn[nH]n3)c(C)c2oc1=O	-13	-9	-3%	-6%
COc1ccc(C2C(C#N)=C(C)NC3=C2C(=O)CC(C)(C)C3)c(OC)c1 (stereo not given)	38	3	4%	0%
O=C(C1=NN(c2ccccc2)C2C(=O)N(c3ccccc3)C(=O)C12)c1ccccc1 (stereo not given)	17	/	/	2%
Cc1cc(N/N=C/c2ccccc2Cl)nc(NCc2ccccc2)n1	?	/	/	-4%
C=CCNCCCCOc1ccc(Br)cc1C	-29	/	/	-4%
C#CCN1CC(C)/C(=N/O)CC1C (stereo not given)	35	-7	2%	5%
COc1cccc(C(=O)NCc2nnc(SCC(=O)Nc3nccs3)n2-c2ccccc2)c1	2	-9	/	3%
Cc1ccc(OCc2nc(C#N)c(N3CCN(Cc4ccccc4)CC3)o2)cc1	-23	5	19%	-1%
CCN(Cc1ccccc1)C(c1cc2ccc(C)cc2[nH]c1=O)c1nnnn1CCOC (stereo not given)	49	0	-11%	0%
CCc1cccc(CC)c1NC(=O)C1CC(=O)N(c2ccc3c(c2)OCCO3)C1 (stereo not given)	3	1	-6%	7%
O=C(CN1CCN(Cc2cccc(Cl)c2)C1=O)NCC1CCCO1 (stereo not given)	?	0	3%	1%
COC(=O)c1cc(NCc2ccc3c(c2)OCO3)ccc1N1CCOCC1	35	27	-17%	-4%
Cc1cc(C)cc(N(CC(=O)NC2CC3CCC2C3)S(C)(=O)=O)c1 (stereo not given)	?	-4	2%	6%
C/C(=N\NC(=O)CSCc1ccc([N+](=O)[O-])cc1)c1cccc(Br)c1	18	/	/	-3%
COc1ccc(OC)c(S(=O)(=O)Nc2cc(Cl)cc(Cl)c2)c1	-7	-2	/	-9%
CC(C)N(C(=O)COC(=O)c1ccc(O)cc1)C(C)C	47	7[1.84 µM]	-9%[11.4 µM]	-1%
CC(C)c1nnc(NC(=O)CCC(=O)NC2CCCCCCC2)s1	?	-1	0%	-10%

(next part)
SMILES	PNC inhibitor	IMPase cell inh	ALOX15B inhib	ALOX12 inhib
COCc1nnc(NC(=O)c2cc(Cl)ccc2OC)s1	35	1	10%	3%
COc1ccc(CN(C(=O)c2ccco2)C2CC(C)N(C)CC2C)cc1 (stereo not given)	13	3	2%	-1%
Cc1cccc(S(=O)(=O)N2CN(Cc3ccco3)c3nc4ccccc4nc32)c1	18	15	-25%	-8%
C=C(C)CN(CC)c1nc(N)c(C#N)c(CC#N)c1C#N	-12	2	-11%	-11%
O=C(CCSc1nnc(-c2ccco2)o1)Nc1ccccc1	11	-2	2%	-6%
CCC(Sc1nc(N)cc(=O)[nH]1)C(=O)NC(C(=O)OC)c1ccccc1 (stereo not given)	11	-1	2%	4%
Cc1ccccc1CNC(=O)Nc1cccs1	76	-7	-27%	-4%
COc1ccc(N(C(=O)c2ccco2)S(=O)(=O)c2ccc(F)cc2)cc1	39	10	/	1%
CC/C(=N\NC(=S)Nc1cc(C)ccc1C)c1ccc(OC(F)F)cc1	86	/	/	?
Cc1ccc(/C(COc2ccccc2O)=N\O)cc1	?	-2	-2%	-2%
CN(C(=S)NC1=CCS(=O)(=O)C1)C1CCCCC1	?	-7	-9%	1%
O=C(/C=C/c1ccc(Br)cc1)c1ccc(NC2=NCCCS2)cc1	-93*	/	/	-23%
CCOc1ccc(Cl)cc1S(=O)(=O)N1CCCC1	-4	2	61%[activator]	7%
COc1cc(OC)cc(C(=O)NNC(=S)Nc2ccccc2OC)c1	48	/	/	-2%
COC(=O)NNC(=O)C1CCC(C)CC1 (stereo not given)	22	/	/	-1%
Cc1ccc(Cl)cc1-n1c(=O)cc(N2CC(C)OC(C)C2)[nH]c1=O (stereo not given)	25	8	15%	-5%
Cc1ccc(Cl)c(OCC(=O)Nc2sc(C)c(C)c2C#N)c1	36	4	/	0%
O=C(NC1CCN(Cc2ccccc2)CC1)c1cc(-c2ccccn2)nc2ccccc12	-17	6	61%[activator]	0%
CCCC(C)C(=O)Nc1nc(C)c(-c2csc(Nc3ccc(Cl)cc3)n2)s1 (stereo not given)	11	3	13%	-16%

Ordered by value in ALOX12 inhib (rising): five from the list above.
SMILES	PNC inhibitor	IMPase cell inh	ALOX15B inhib	ALOX12 inhib
CCCC(C)C(=O)Nc1nc(C)c(-c2csc(Nc3ccc(Cl)cc3)n2)s1 (stereo not given)	11	3	13%	-16%
NC(=O)c1c(NC(=O)c2cc3ccccc3o2)sc2c1CCC2	?	-3	-12%	-10%
CN(C)S(=O)(=O)c1ccc(N2CCCC2)c(C(=O)Nc2nc3c(ccc4ccccc43)s2)c1	-14	/	/	-6%
CCOc1cccc(CN2CCN(c3cccc(C(F)(F)F)c3)CC2)c1O	42	3	0%	-1%
O=C(N1CCCCC1)N1CCN(c2ccc(Cl)cc2)CC1	13	3	4%	2%
